NPY-Y1 PAM-ag: NPY-Y1 receptor potentiators or agonists, primary screen, cell-based. activation, % at 3.6 µM. 220,000 compounds, 0.37% hits. NPY-Y1 expressing cells, potentiator/agonist activation. Neuropeptide Y receptor type 1 (Homo sapiens), P25929; in the data active = activation above about 33%, passing the limit was not always enough;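 note: cells stimulated with NPY at EC10 then isoproterenol at EC100; 0% = low agonist plus stimulus and 100% = saturating agonist plus stimulus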
NPY Y1 blocker: NPY-Y1 receptor antagonists, primary screen, cell-based | Neuropeptide Y receptor type 1 (Homo sapiens), P25929 | HEK293-CNG Y1 cells, membrane potential fluorescence; NPY at EC95, then isoproterenol | inhibition, % at 3.6 µM | 200,000 compounds, 1% hits | AID 1040, 2008;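 active = inhibition above the campaign mean inhibition of all tested compounds plus 3 SD, cut at about 20% in these data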;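 note: 0% = DMSO wells given NPY plus isoproterenol and 100% = isoproterenol alone without NPY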
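Assay system: HEK293 cells with Y1 receptor plus CNG channel | Probe or stimulus: NPY (25 nM), isoproterenol (1 µM), Ro 20-1724 (25 µM) | Timing: Compound incubation 1 h at room temperature, readout 45 min post-stimulation | Measured by: Membrane-potential fluorescent dye readout | Benchmarks: High control isoproterenol alone, low control NPY with isoproterenol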
EP2 modulator: EP2 receptor modulators, cAMP readout, primary screen, cell-based, HTRF cAMP, PGE2 stimulation; Prostaglandin E2 receptor EP2 subtype (Homo sapiens), P43116; EP2-expressing cells, cAMP HTRF FRET, PGE2 co-stimulation; induction, % at 25 µM; 260,000 compounds, 0.83% hits; AID 940, 2007;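 active = compounds whose cAMP rise, as percent of the full-agonist control response, exceeds 60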;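 note: rat C6 glioma line stably carrying human EP2 under a CMV promoter; the protocol text gives 20 µM as final concentration; 100% = response of wells given 1 µM PGE2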
Target sequence (P43116 whole entry, looked up): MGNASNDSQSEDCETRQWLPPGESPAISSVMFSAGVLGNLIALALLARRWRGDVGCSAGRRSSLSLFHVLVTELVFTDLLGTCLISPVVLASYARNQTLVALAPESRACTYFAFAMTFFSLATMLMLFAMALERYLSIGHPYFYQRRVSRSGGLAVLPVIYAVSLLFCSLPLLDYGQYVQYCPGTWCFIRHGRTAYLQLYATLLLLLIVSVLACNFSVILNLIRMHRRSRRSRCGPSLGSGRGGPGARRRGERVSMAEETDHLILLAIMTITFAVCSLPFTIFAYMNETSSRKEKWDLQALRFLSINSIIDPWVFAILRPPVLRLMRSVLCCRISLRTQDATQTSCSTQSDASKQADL
S1P4 ag: S1P4 receptor agonists, primary screen, cell-based | Sphingosine 1-phosphate receptor 4 (Homo sapiens), O95977 | S1P4-expressing cell line, agonist reporter assay | activation, % at 4.98 µM | 220,000 compounds, 0.35% hits | AID 1509, 2009; in the data active = activation above about 11%;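 note: 0% = DMSO vehicle and 100% = reference agonist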
CHOP inhibitor: inhibitors of CHOP promoter induction, primary screen, cell-based, unfolded protein response, luciferase reporter; AID 2732, 2010; 220,000 compounds, 3.8% hits; inhibition, % at 10 µM; CHO-K1 CHOP-promoter luciferase, tunicamycin-induced, 15-18 h;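 active = compounds that reduced the stress-induced luciferase reporter signal by more than about 70% of percent inhibition, limit read from the data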;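 note: 0% = tunicamycin plus vehicle and 100% = wells without tunicamycin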
TRPN1 ag: zebrafish TRPN1 channel agonists, primary screen, cell-based, HEK293, calcium fluorescence | HEK293 zebrafish TRPN1-YFP, Fluo-8 calcium fluorescence; 100% = response to 87 µM carbachol | activation, % at 3 µM | 220,000 compounds, 0.18% hits | AID 1424, 2008;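 active = activation above its plate's cutoff, the mean activation of test wells on that plate plus 3 SD, cut at about 19% in these data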;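 note: 0% = DMSO alone and 100% = 87 µM carbachol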
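System: zebrafish TRPN1-YFP in HEK293 cells / Dosing: 3 µM single point / Timing: dye loading 1 h at 37 °C, then 30 min room temperature / Signal: Fluo-8 calcium fluorescence, excitation 470-495 nm, emission 515-575 nm / Read-out basis: percent activation from peak over basal fluorescence ratio, control-normalized / Control set: high carbachol 87 µM, low DMSO alone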
S1P4 antagonist: S1P4 receptor antagonists, primary screen, cell-based; Sphingosine 1-phosphate receptor 4 (Homo sapiens), O95977; S1P4-expressing cells, antagonist mode, reporter read-out; inhibition, % at 4.98 µM; 220,000 compounds, 0.26% hits; AID 1510, 2009; in the data active = inhibition above about 29%;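 note: 0% = wells stimulated with agonist and 100% = vehicle wells without agonist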
TRPML3 agonist: human TRPML3 channel agonists, primary screen, cell-based, HEK293 TRPML3-YFP, Fluo-8 calcium fluorescence, 3 µM; 100% = the carbachol control signal; activation, % at 3 µM; 220,000 compounds, 0.29% hits;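 active = activation above its plate's cutoff, the mean activation of the plate's test wells plus 3 SD, cut at about 12% in these data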;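 note: 0% = DMSO only wells and 100% = carbachol wells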
Target sequence (Q8TDD5 whole entry, looked up): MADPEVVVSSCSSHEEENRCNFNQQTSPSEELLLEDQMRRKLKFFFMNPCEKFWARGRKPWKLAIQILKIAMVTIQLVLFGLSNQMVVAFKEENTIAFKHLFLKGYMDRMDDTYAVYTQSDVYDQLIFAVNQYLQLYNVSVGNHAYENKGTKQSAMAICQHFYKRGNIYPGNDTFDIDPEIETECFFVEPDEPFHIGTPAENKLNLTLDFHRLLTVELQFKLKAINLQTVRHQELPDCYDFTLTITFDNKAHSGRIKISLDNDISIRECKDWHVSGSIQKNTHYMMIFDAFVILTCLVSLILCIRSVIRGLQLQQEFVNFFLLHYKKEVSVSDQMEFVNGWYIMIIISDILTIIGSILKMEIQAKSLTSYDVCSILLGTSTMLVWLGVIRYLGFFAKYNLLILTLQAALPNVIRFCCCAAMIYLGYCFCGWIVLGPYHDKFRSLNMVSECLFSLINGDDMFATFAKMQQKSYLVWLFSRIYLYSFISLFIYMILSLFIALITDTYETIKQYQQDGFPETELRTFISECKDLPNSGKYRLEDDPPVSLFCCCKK
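Test system: TRPML3-YFP stable HEK293 cells. Doses: single point at 3 µM. Incubation: dye loading 1 h 37 °C then 30 min ambient, 125 s read. Signal: Fluo-8 calcium dye fluorescence, ex 470-495, em 515-575 nm. Measure: percent activation from peak-to-basal fluorescence ratio, scaled between DMSO and carbachol.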
NPY-Y2 PAM-ag: NPY-Y2 potentiators or agonists, primary screen, cell-based; cells expressing NPY-Y2, potentiator/agonist read-out; 220,000 compounds, 0.45% hits; Neuropeptide Y receptor type 2 (Homo sapiens), P49146; activation, % at 3.6 µM; in the data active = activation above about 27%;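 note: cells stimulated with NPY near EC25 plus isoproterenol at EC100; 0% = vehicle plus submaximal agonist and 100% = vehicle plus saturating agonist; some results beyond the cut were filed as inactive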
Active calls of the source: *; nt = not tested or not shown; & = joins results of further samples.

SMILES | NPY-Y1 PAM-ag | NPY Y1 blocker | EP2 modulator | S1P4 ag | CHOP inhibitor | TRPN1 ag | S1P4 antagonist | TRPML3 agonist | NPY-Y2 PAM-ag
CSc1nsc(SCC(=O)Nc2nc3ccccc3s2)n1 | -64 | 8 | -38 | -1.0 | 20 | 0.7 | -2 | 0.5 | -18
CC(=O)Oc1ccc(CCC(C)OC(C)=O)cc1 (configuration not stated) | 11 | 8 | 16 | 0.1 | 6 | -0.1 | 9 | 0.5 | -3
CC(C)(C)OC(=O)NCCc1nnc(SCc2cccc(Cl)c2)o1 | -18 | nt | -10 | 0.1 | 4 | -0.2 | -11 | -0.5 | 5
COc1cccc(CN(CC2CCCO2)S(=O)(=O)c2ccc(-n3cnnn3)c(OC)c2)c1 (configuration not stated) | 11 | 4 | 16 | 3.6 | 17 | -2.4 | 0 | -1.1 | 10
CCOc1ccc(C(CCc2ccccc2)NC(=O)c2ccccc2)cc1OCC (configuration not stated) | -27 | 3 | 32 | 0.1 | 28 | 0.0 | 4 | -0.1 | 8
O=C(CN1C(=O)COc2ccccc21)c1ccc(Cl)cc1 | 4 | 3 | 22&-19 | -0.9 | 43 | -1.4 | -8 | -0.1 | -15
COC(=O)c1ccc(CNC(=O)CSC2=NCCS2)cc1 | -7 | 2 | 13 | 0.4 | 3 | 0.1 | 5 | -0.4 | -2
S=C(NCCCN1CCOCC1)N1CCOCC1 | 1 | nt | 20 | -0.1 | 17 | 1.4 | -11 | 0.7 | -6
COCCNC(=O)CSc1ncnc2sccc12 | 10 | -6 | 18 | -1.3 | -14 | 0.0 | 0 | 0.0 | -4
O=[N+]([O-])c1cc(F)c2cccnc2c1O | -2 | nt | -11 | -0.3 | 15 | -0.1 | -5 | 0.4 | -10
O=C(OC(C(=O)NCc1cccs1)c1ccccc1Cl)c1ccco1 (configuration not stated) | 1 | -4 | 19 | 2.2 | -3 | -2.1 | 6 | -0.9 | 2
Cc1cccc2cc(COC(=O)c3cccnc3)c(=O)[nH]c12 | 8 | -2 | -14 | 1.9 | 9 | 0.7 | -16 | 1.0 | 6
COc1cc([N+](=O)[O-])cc2sc(NC(=O)C(C)(C)C)nc12 | 18 | -5 | 0 | -0.7 | 15 | -1.0 | -6 | 0.2 | 11
CCC(C)NC(=O)CSc1nc2scc(-c3ccccc3)c2c(=O)[nH]1 (configuration not stated) | -4 | 0 | 14 | 2.2 | 4 | 1.8 | 2 | -0.6 | 4
COc1ccc(C(C)NC(=O)Cc2ccc(Br)cc2)cc1 (configuration not stated) | 7 | 1 | -32 | -1.4 | -2 | -0.4 | -9 | -0.3 | 3
COC(=O)/C=C(\Oc1ccccc1)C1(O)CCCCC1 | 20 | nt | 10 | 1.3 | 7 | 1.1 | 11 | 0.2 | -6
Cc1ccc(C(C)C)c(OCCN(C)C)c1 | -3 | -2 | -8 | -0.3 | -24 | 0.3 | -4 | 1.2 | -22
Brc1cc2[nH]cnc2c2ccccc12 | 10 | 0 | 26 | 1.2 | 10 | -0.2 | -31 | 1.0 | -10
O=S(=O)(c1ccccc1)N1CCC2(CC1)CO2 | 11 | -5 | -6 | -0.6 | 27 | 0.8 | -12 | 1.3 | 13
CCOc1ccc(C2N(c3ccc(Cl)cc3)C(=O)C3CCCN32)cc1OC (configuration not stated) | -5 | 3 | 9 | -0.4 | 5 | 1.0 | -18 | -0.1 | -5
Fc1ccc(NC(=S)NN=C2CCCCCC2)cc1 | 3 | 2 | -7 | 0.6 | -27 | -0.8 | -8 | -0.7 | 11
O=C(Nc1nccs1)c1cccc(N2C(=O)c3cccc4c([N+](=O)[O-])ccc(c34)C2=O)c1 | -16 | 0 | -6 | 0.9 | -33 | -0.3 | 1 | 1.3 | -7
N#Cc1ccc(OCC(=O)NN2Cc3ccccc3C2=N)cc1 | -12 | -1 | 18 | 0.1 | 1 | 1.1 | 0 | 0.3 | -5
Cc1c(C(=O)NCC2COc3ccccc3O2)oc2ccc(S(=O)(=O)N3CC(C)CC(C)C3)cc12 (configuration not stated) | -3 | 8 | -7 | -1.4 | 53 | -0.9 | -5 | 0.2 | -9
CCOc1ccc(Cl)cc1S(=O)(=O)N1CCN(c2ccc(C)c(C)c2)CC1 | -4 | 3 | -39 | -0.5 | 32 | -0.6 | -27 | 0.7 | 3
CCN(CC)S(=O)(=O)c1ccc(C(=O)Oc2coc(CSc3nc(C)cc(C)n3)cc2=O)cc1 | -2 | 8 | 10 | 0.2 | 44 | 1.4 | -18 | 0.2 | -10
COc1ccc(CCc2nnc(CCC(=O)NCc3cnc4ccccn34)o2)cc1 | -5 | 0 | -27 | -3.9 | -8 | -0.3 | -19 | -0.5 | 0
COc1cccc(C(=O)Nc2cc3c(cc2Cl)OCCCO3)c1 | -6 | 2 | 11 | 0.2 | -15 | 0.1 | -2 | 0.5 | -8
c1ccc2[nH]c(NCCN3CCOCC3)nc2c1 | -5 | 4 | 17 | -0.4 | 11 | -0.4 | -12 | 0.5 | -4
COC(=O)c1ccc(-c2csc(NC(=O)c3ccc(S(=O)(=O)N4CCc5ccccc5C4)cc3)n2)cc1 | 16 | 3 | 14 | 0.6 | -1 | 0.8 | 4 | 0.4 | -3
CCOCCCNC(=O)CC1Oc2ccc(C)cc2NC1=O (configuration not stated) | 10 | 0 | 12 | 0.5 | 22 | 1.4 | 0 | 0.4 | 16
COc1ccc(N(Cc2cc(=O)[nH]c3ccccc23)C(=O)c2ccco2)cc1 | -6 | 3 | 7&22 | 0.2 | 2 | -0.2 | 9 | 0.0 | 3
Nc1ccc2nc3c(c(Cl)c2c1)CCCC3 | 24 | nt | -35 | -0.2 | 21 | -1.2 | -12 | 0.1 | 4
Cc1ccn2cc(CCNS(=O)(=O)c3ccc4c(c3)OCCO4)nc2c1 | -5 | 0 | -6 | 1.9 | -43 | 1.2 | -19 | -0.2 | -5
O=C(CN1C(=O)C2CC=CCC2C1=O)Nc1nc2ccccc2[nH]1 (configuration not stated) | 1 | 4 | -3 | -0.1 | 12 | 0.0 | 13 | 1.3 | 5
O=C(CCN1C(=O)c2ccccc2C1=O)N1CCCCCC1 | -19 | -3 | 5 | -0.3 | -23 | 1.6 | 11 | 1.6 | -2
Cc1ccc(N=Nc2ccc(O)c(/C=N\NC(=O)c3ccc(N)cc3)c2)cc1C | -8 | 1 | -26 | 2.4 | -3 | 1.5 | -10 | 1.2 | 4
O=C(C1CCN(S(=O)(=O)c2ccc(-n3cnnn3)cc2)CC1)N1CCN(c2ccccc2)CC1 | 9 | -2 | -22 | -1.1 | -18 | 1.4 | 14 | 0.6 | 2
CCOc1cc(/C=N/NC(=O)CN2CCCCC2)ccc1OCc1cccc(Cl)c1 | -32 | 14 | -33 | 0.4 | 32 | -0.4 | -8 | -0.1 | -14
O=C(Nc1ccc(N2CCCCC2)cc1)c1cccnc1Cl | -15 | 8 | 12 | -0.8 | 9 | -0.3 | 2 | 1.2 | 4
O=C(CO/N=C/c1ccccc1OC(F)F)NCc1cccs1 | -26 | 7 | -2 | 0.3 | 6 | -0.2 | -15 | -0.3 | 10
Cc1cc(C)n(-c2ccc(C(=O)Nc3cccnc3Cl)cc2)n1 | 6 | 1 | -23 | -0.3 | -5 | 0.3 | -9 | 0.2 | 7
CCn1c(=NC(=O)c2ccco2)sc2cccc(F)c21 | -45 | 10 | 11 | 1.8 | 64 | -1.1 | -11 | -1.4 | -26
CCn1nc(C)c(NC(=O)CC23CC4CC(CC(C4)C2)C3)c1C | -3 | 2 | -10 | 0.4 | 23 | 1.0 | -1 | 1.3 | 12
O=C(OCC(=O)N1CCc2ccccc21)c1cncc(Br)c1 | -1 | 3 | -13 | 2.3 | 18 | 0.2 | -5 | -0.7 | -2
O=C(CSc1nc(O)c(Cc2ccccc2F)c(=O)[nH]1)N1CCCCCC1 | -1 | -2 | 24 | -2.3 | -4 | -1.2 | -2 | -0.4 | 4
O=C(NCc1cccs1)C1CC(=O)N(c2ccc(F)cc2)C1 (configuration not stated) | 14 | 1 | 4 | 0.7 | 6 | -0.2 | -13 | 0.3 | 15
O=C(OCc1ccccc1)C1CCCN1C(=O)c1cccs1 (configuration not stated) | 2 | 6 | 10 | -1.1 | 25 | 0.9 | -2 | -0.1 | -2
COc1ccc(/C(O)=C2/C(=O)C(=O)N(CCCC(=O)O)C2c2ccc(OC)c(OC)c2)cc1 (configuration not stated) | -15 | -1 | 23 | -3.1 | -24 | 0.8 | -9 | 1.2 | 6
COc1ccc(C2CC(c3ccccc3)=NN2C(=O)CSc2ncn[nH]2)cc1 (configuration not stated) | 4 | -4 | -5 | 1.8 | 17 | -1.2 | -2 | 1.0 | 2
CC(C)(C)OC(=O)[C@H](Cc1ccccc1)NC(=O)c1nc[nH]c1C(=O)NC1CCN(C(=O)OC(C)(C)C)CC1 | 1 | 2 | 13 | -1.1 | 62 | -1.6 | 17 | -0.1 | 9
CCOC(=O)C1=C(c2ccccc2)N=C2SCC(=O)N2C1c1ccc2c(c1)OCO2 (configuration not stated) | 4 | 6 | 18 | -0.5 | 18 | 1.6 | 7 | 0.4 | 9
O=C(Cn1cnc2c(oc3ccccc32)c1=O)N1CCCc2ccccc21 | -5 | -4 | -22 | 0.4 | 11 | 4.8 | 6 | 1.4 | -7
CC(=O)Nc1ccc2c(c1)ncn2-c1ccc(C)cc1 | 15 | 0 | -12 | -0.5 | -8 | 0.3 | -5 | 0.4 | 0

Three records picked at random from the list so far, as already listed:
SMILES | NPY-Y1 PAM-ag | NPY Y1 blocker | EP2 modulator | S1P4 ag | CHOP inhibitor | TRPN1 ag | S1P4 antagonist | TRPML3 agonist | NPY-Y2 PAM-ag
CC(C)(C)OC(=O)[C@H](Cc1ccccc1)NC(=O)c1nc[nH]c1C(=O)NC1CCN(C(=O)OC(C)(C)C)CC1 | 1 | 2 | 13 | -1.1 | 62 | -1.6 | 17 | -0.1 | 9
COc1ccc(C2CC(c3ccccc3)=NN2C(=O)CSc2ncn[nH]2)cc1 (configuration not stated) | 4 | -4 | -5 | 1.8 | 17 | -1.2 | -2 | 1.0 | 2
O=C(Cn1cnc2c(oc3ccccc32)c1=O)N1CCCc2ccccc21 | -5 | -4 | -22 | 0.4 | 11 | 4.8 | 6 | 1.4 | -7
